Source: PubChem BioAssay (Sanford-Burnham Center for Chemical Genomics)
UBC13 inh = UBC13 polyubiquitin chain formation inhibitors, primary screen, biochemical, TR-FRET, uHTS. Ubiquitin-conjugating enzyme E2 N (Homo sapiens), P61088. inhibition, % at 20 µM. 330,000 compounds, 0.47% hits; in the data active = inhibition above about 45%, passing the limit was not always enough
Target sequence (P61088 whole entry, looked up): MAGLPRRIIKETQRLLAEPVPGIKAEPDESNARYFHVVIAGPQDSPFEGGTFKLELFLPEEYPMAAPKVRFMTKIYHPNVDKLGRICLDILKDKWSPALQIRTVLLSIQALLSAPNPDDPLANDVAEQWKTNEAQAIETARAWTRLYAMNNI
SENP1 inh = human SENP1 catalytic domain inhibitors, primary screen, biochemical, FRET, uHTS. Sentrin-specific protease 1 (Homo sapiens), Q9P0U3. recombinant SENP1 catalytic domain, CyPet-SUMO1-YPet FRET cleavage. inhibition, % at 10 µM. 360,000 compounds, 0.21% hits. AID 624204, 2012;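 active = inhibition at least 30% at 10 µM, raw YFP signal under a set limit, fluorescence ratio 0.5 to 1.5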;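 note: 0% = enzyme with DMSO and 100% = no enzyme wells; some results filed as inactive read as strong as hits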
Target sequence (Q9P0U3 419-644 limits assumed): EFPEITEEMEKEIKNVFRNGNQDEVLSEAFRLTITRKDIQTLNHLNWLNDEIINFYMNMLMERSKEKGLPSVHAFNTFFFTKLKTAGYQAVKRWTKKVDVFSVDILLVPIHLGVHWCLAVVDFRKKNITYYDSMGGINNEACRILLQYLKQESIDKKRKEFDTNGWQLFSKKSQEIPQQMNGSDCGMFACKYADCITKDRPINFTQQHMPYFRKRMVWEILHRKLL
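Test system: human SENP1 catalytic domain; medium: Tris pH 8 buffer plus EDTA, NaCl, BME, BSA, NP40, catalase; incubation: 50 min reaction at room temperature; technique: FRET, CFP and YFP emission; controls: no-enzyme low control and enzyme-plus-DMSO high control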
A3G deaminase = APOBEC3G DNA deaminase inhibitors, primary screen, biochemical, fluorescence, single-stranded DNA substrate, uHTS; DNA dC->dU-editing enzyme APOBEC-3G (Homo sapiens), Q9HC16; recombinant A3G, ssDNA deamination FAM/TAMRA fluorescence; inhibition, % at 20 µM; 330,000 compounds, 0.28% hits;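 active = inhibition of at least 40% at 20 µM, with no more than 30% in the related APOBEC3A deaminase screen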;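 note: plate controls were DMSO wells with A3G for no effect and wells lacking A3G enzyme for full effect; some compounds called inactive have numbers as strong as hits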
SENP8 block-1 = human SENP8 protease inhibitors, primary screen, biochemical, fluorescence, Nedd8 protein substrate, uHTS | Sentrin-specific protease 8 (Homo sapiens), Q96LD8 | recombinant SENP8 | inhibition, % at 20 µM | 360,000 compounds, 0.64% hits | AID 602440, 2012; in the data active = inhibition mostly above about 40%, no sharp cut-off; inactive = mostly below about 27%
Target sequence (Q96LD8 whole entry, looked up): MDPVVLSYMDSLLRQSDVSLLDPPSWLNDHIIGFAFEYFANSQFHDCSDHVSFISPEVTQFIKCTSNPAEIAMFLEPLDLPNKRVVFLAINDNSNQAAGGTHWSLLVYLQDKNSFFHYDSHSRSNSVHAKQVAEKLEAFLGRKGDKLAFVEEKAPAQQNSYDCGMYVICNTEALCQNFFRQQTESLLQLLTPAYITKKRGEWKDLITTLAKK
SENP6 inh = SENP6 protease inhibitors, primary screen, biochemical, luminescence, uHTS; Sentrin-specific protease 6 (Homo sapiens), Q9GZR1; Recombinant SENP6 catalytic domain, aminoluciferin luminescence; inhibition, % at 10 µM; 330,000 compounds, 1.8% hits; AID 2599, 2010;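 active = inhibition above about 50% at the single tested dose, limit read from the data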;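 note: plate controls were DMSO wells with enzyme for no effect and DMSO wells lacking enzyme for full effect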
SENP8 block-2 = SENP8 protease inhibitors, primary screen, biochemical, luminescence; Sentrin-specific protease 8 (Homo sapiens), Q96LD8; purified SENP8, Z-RLRGG-aminoluciferin cleavage; inhibition, % at 10 µM; 330,000 compounds, 1.2% hits; AID 2540, 2010; in the data active = inhibition above about 50%
SENP7 block = SENP7 protease inhibitors, primary screen, biochemical, luminescence, uHTS; recombinant SENP7, Z-RLRGG-aminoluciferin luminescence, 40 min; inhibition, % at 5 µM; 330,000 compounds, 1.5% hits; AID 434973, 2010;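 active = inhibition above about 50% at the single test dose, limit read from the data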;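 note: plate controls were DMSO with enzyme for no effect and no enzyme buffer wells for full effect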
Target sequence (Q9BQF6 706-1050 limits assumed): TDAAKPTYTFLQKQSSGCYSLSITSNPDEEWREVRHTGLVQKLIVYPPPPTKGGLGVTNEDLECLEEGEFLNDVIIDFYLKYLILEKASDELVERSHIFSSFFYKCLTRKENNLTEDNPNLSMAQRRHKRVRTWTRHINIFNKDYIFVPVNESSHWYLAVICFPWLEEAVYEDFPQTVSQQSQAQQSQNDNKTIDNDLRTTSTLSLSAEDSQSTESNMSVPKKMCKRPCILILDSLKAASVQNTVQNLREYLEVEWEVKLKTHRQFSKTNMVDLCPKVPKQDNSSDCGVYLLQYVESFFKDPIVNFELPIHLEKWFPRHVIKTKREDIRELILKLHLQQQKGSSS
Apaf-1 inh = inhibitors of human Apaf-1 apoptosome, primary screen, biochemical, DEVD-Rh110 fluorescence, uHTS | 330,000 compounds, 0.71% hits | Apoptotic protease-activating factor 1 (Homo sapiens), O14727 | inhibition, % at 20 µM | reconstituted apoptosome caspase-3 activity | AID 489030, 2010; active = inhibition of at least 40% at 20 µM;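 note: plate controls were DMSO wells for no effect and DEVD-CHO caspase inhibitor wells for full effect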
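Material: reconstituted apoptosome with Apaf-1, cytochrome c, caspase-9, procaspase-3, dATP. Technique: Rh110 fluorescence intensity. Buffer or medium: pH 7.5 Hepes buffer with CHAPS, BSA, DTT. Times: 30 min plus 50 min, RT.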
Numbers without * were called inactive.

SMILES | UBC13 inh | SENP1 inh | A3G deaminase | SENP8 block-1 | SENP6 inh | SENP8 block-2 | SENP7 block | Apaf-1 inh
CCCCNC(=O)c1cc(-c2ccc3c(c2)OCO3)on1 | 7 | -1 | -1 | -33 | -3 | -1 | 15 | 9
COc1cc(-c2nc3sc(C)c(C)c3c(=O)o2)cc(OC)c1OC | 18 | -9 | -5 | -39 | -5 | 4 | -9 | 2
COC(=O)[C@]1(C)N[C@H](CN(C)S(=O)(=O)c2ccc(C)cc2)[C@@H]2C(=O)N(C)C(=O)[C@@H]21 | 9 | 0 | -4 | 2 | 5 | 8 | 4 | -6
Cc1cccc(-c2noc(CCCC(=O)NCC3CCCO3)n2)c1 (stereo not drawn) | 6 | 0 | -14 | 11 | -6 | -9 | -5 | 6
Cc1ccc(CNC(=O)CN2C(=O)NC(C)(c3cccc(Br)c3)C2=O)cc1 (stereo not drawn) | -3 | -2 | -5 | 28 | -28 | -8 | -11 | 15
O=C(CCCN1C(=O)C(c2ccccc2)Oc2cccnc21)Nc1ccccc1Cl (stereo not drawn) | 9 | 0 | -7 | 3 | -9 | -6 | 2 | 14
CCOc1ccccc1NC(=O)CCC(=O)O | -3 | 3 | -6 | 10 | -9 | -9 | -8 | -17
O=Cc1ccc(OC(=O)CCCCC(=O)Oc2ccc(C=O)cc2)cc1 | -4 | 5 | -9 | 8 | -12 | -7 | -6 | 4
Cc1ccccc1-n1c(-c2cccnc2)n[nH]c1=S | -9 | 3 | 14 | 11 | -19 | -18 | -8 | -5
O=C(Nc1ccccc1N1CCN(c2ccccc2)CC1)C12CC3CC(CC(C3)C1)C2 | -2 | 4 | 1 | 19 | 0 | -6 | 4 | 10
COc1cccc(NS(=O)(=O)c2ccc3[nH]cc(C(=O)NCCC(C)C)c(=O)c3c2)c1 | 2 | -1 | 4 | -18 | -11 | -8 | 7 | 11
COc1ccc(C(=O)/C(=C\c2ccco2)N2C=CC=CC2=C(C#N)C#N)cc1 | -6 | -32 | -5 | -229 | -22 | -10 | -13 | 12
O=C(Nc1nccs1)c1ccc(CSc2nnnn2-c2ccccc2)cc1 | -3 | 0 | 1 | 8 | 24 | -1 | 9 | 9
O=C(CSc1cccc2cccnc12)N/N=C/c1ccc(F)cc1 | -3 | 0 | -9 | -446 | -20 | -8 | 0 | 6
CN1CCCC(OC(=O)c2cccc(S(=O)(=O)N3CCCCCC3)c2)C1 (stereo not drawn) | 0 | 1 | 1 | 27 | 21 | 1 | -2 | -5
COc1cc(/C=N/NC(=O)c2ccc(CSc3nc4ccccc4[nH]3)cc2)ccc1O | -19 | 3 | -8 | -143 | -5 | -1 | -2 | 1
CCN1CCN(CCNC(=O)c2ccc(CS(=O)(=O)c3c(Cl)cccc3Cl)o2)CC1 | 2 | 0 | -4 | 15 | 12 | 5 | -3 | -2
COc1cc(OC)cc(C(=O)Nc2nc(CC(=O)NCCc3ccccc3)cs2)c1 | 2 | 2 | -8 | 8 | 0 | -3 | 6 | 19
O=C1CC(C(=O)O)S/C(=N\NC(=O)c2ccccc2)N1 (stereo not drawn) | 8 | -1 | -2 | 7 | -5 | -1 | -7 | -12
CC(=O)c1cccc(CN2CCN(Cc3ccc(F)cc3)C(CCO)C2)c1 (stereo not drawn) | 8 | 4 | -10 | 2 | 1 | -1 | 10 | -7

3 compounds out of the list, sorted by heavy-atom count, ascending:
SMILES | UBC13 inh | SENP1 inh | A3G deaminase | SENP8 block-1 | SENP6 inh | SENP8 block-2 | SENP7 block | Apaf-1 inh
COc1cc(-c2nc3sc(C)c(C)c3c(=O)o2)cc(OC)c1OC | 18 | -9 | -5 | -39 | -5 | 4 | -9 | 2
O=Cc1ccc(OC(=O)CCCCC(=O)Oc2ccc(C=O)cc2)cc1 | -4 | 5 | -9 | 8 | -12 | -7 | -6 | 4
COc1cc(OC)cc(C(=O)Nc2nc(CC(=O)NCCc3ccccc3)cs2)c1 | 2 | 2 | -8 | 8 | 0 | -3 | 6 | 19

More results follow:
SMILES | UBC13 inh | SENP1 inh | A3G deaminase | SENP8 block-1 | SENP6 inh | SENP8 block-2 | SENP7 block | Apaf-1 inh
CN(C)CCCn1c2c(c(SCC(=O)Nc3ccc4c(c3)OCO4)nc1=O)CCC2 | -3 | 2 | -7 | 7 | -5 | 9 | -5 | 0
Cc1ccc(C)c(NC(=O)COC(=O)Cn2c(C)csc2=O)c1 | -5 | 2 | 9 | 17 | -1 | 4 | 4 | 6
O=C(N/N=C/c1cc(Br)cc(Br)c1O)c1cccc(N2CCCC2=O)c1 | -25 | -27 | -4 | -62 | 6 | -5 | 0 | 9
COc1cc2c(cc1OC)CN(CC(=O)Nc1ccccc1C(=O)NCc1ccccc1)CC2 | 2 | 0 | -8 | 0 | -36 | -4 | 5 | 8
COc1ccc(/C=N/Nc2cc(C)nc3ccc(Br)cc23)cc1 | 61* | -43 | -12 | -293 | -29 | -13 | -8 | 55*
C[C@H](O)[C@@]1(O)CC[C@H]2[C@@H]3CC[C@@H]4C[C@H](O)CC[C@]4(C)[C@H]3CC[C@@]21C | -8 | 0 | -6 | -1 | 1 | -9 | 13 | 4
CCOCCCNC(=S)Nc1ccc2nc(N3CCCC3)cc(C)c2c1 | -2 | -52 | -4 | -276 | 25 | 2 | 2 | 9
Cc1ccc(C)c(S(=O)(=O)NC(C)CCc2ccccc2)c1 (stereo not drawn) | -3 | -1 | -2 | 9 | -20 | -8 | -7 | 25
COc1ccc2c(Cn3cnc4cc([N+](=O)[O-])ccc4c3=O)cc(=O)oc2c1 | -21 | -6 | 2 | -5 | -8 | -1 | -3 | -5
CCOc1ccc2nc(NC(=O)C3CCN(S(=O)(=O)c4cnc[nH]4)CC3)sc2c1 | 13 | -1 | -5 | 4 | 21 | 3 | -9 | -3
CC(C)Cc1nn2c(=O)cc(COc3ccc(NC(=O)c4ccco4)cc3)nc2s1 | -7 | -1 | -2 | 3 | -8 | -12 | 15 | -5
Cc1cc(C)n(-c2nc3ccccc3c(=O)n2OC2CCCCC2)n1 | 3 | 4 | -7 | 19 | -28 | -4 | -11 | -1
C/C(=N\NC(=O)Cc1ccc(Cl)cc1)c1ccccc1O | 8 | -6 | -4 | 7 | -1 | 17 | -1 | 9
COCCCNC(=O)c1ccc2c(c1)ncn2-c1ccccc1OC | -5 | 1 | -1 | 19 | -4 | 5 | 1 | -3
O=C(COC(=O)c1cc(S(=O)(=O)N2CCCCC2)ccc1N1CCOCC1)c1ccc(F)cc1 | 0 | 1 | -9 | 12 | 7 | 1 | -3 | 19
COc1cc(CNc2ncc(-c3ccc(Br)cc3)n2C)cc(OC)c1OC | 3 | 0 | 4 | 16 | -12 | -6 | 1 | 4
Cn1nnnc1SCC(=O)N(C1CCCCC1)C1CCS(=O)(=O)C1 (stereo not drawn) | 5 | 3 | -9 | 10 | -7 | 2 | 5 | 0
COc1ccc(CNC(=O)CN(Cc2ccc(F)cc2)C(=O)CCC(=O)Nc2nccs2)cc1 | 0 | 1 | -12 | 4 | -12 | 0 | -3 | 3
O=C(COc1ccccc1)NCC(=O)Nc1ccc(S(=O)(=O)NCc2ccco2)cc1 | -4 | -11 | -3 | -13 | 8 | 7 | 1 | 3
O=C1CC(=O)C(n2cncn2)C(c2ccc(Cl)cc2)C1 (stereo not drawn) | 1 | -3 | -7 | 6 | 2 | 2 | -2 | 3
Cc1ccc(CNC(N)=S)cc1 | -3 | 3 | -5 | 33 | 0 | 0 | -2 | -4
C=CCc1cccc(CNc2nc3ccccc3n2CCC)c1O | -2 | -1 | 4 | 28 | -4 | -1 | 15 | 21
CC(=O)Nc1cccc(-n2nnc(SCC(=O)N(C)c3ccccc3)n2)c1 | -2 | 1 | -5 | 9 | -4 | 5 | 4 | -24
CCn1c(SCC(=O)Nc2cc(C)nn2-c2ccccc2)nnc1-c1cccs1 | 4 | 1 | -5 | 24 | -23 | -6 | -2 | -3
O=C(Cn1nc(-c2ccccc2)ccc1=O)Nc1ccc(NC(=O)c2ccccn2)cc1 | -11 | 1 | -3 | -104 | -44 | 5 | -9 | 5
COCCNC(=O)c1ccc(CS(=O)(=O)c2ccccc2C)o1 | 2 | 0 | 4 | 18 | -27 | -3 | -1 | 3
Cc1nc(NC(C)C(=O)O)c2nc(C)oc2n1 (stereo not drawn) | 0 | -1 | -3 | 17 | -9 | 0 | 1 | -4
O=C(c1ccc(S(=O)(=O)N2CCC(c3nc4ccccc4[nH]3)CC2)cc1)N1CCOCC1 | -1 | -2 | -5 | 14 | 4 | -9 | -9 | 21
Cc1cc(C)c(C)c(S(=O)(=O)Nc2ccc(O)cc2)c1C | 2 | 3 | -8 | 20 | -11 | -6 | 4 | 4
CC(C)Cn1c(SCC(=O)Nc2cc(Cl)c(Cl)cc2Cl)nc(O)cc1=O | -10 | 1 | -8 | 22 | 6 | -1 | -14 | -11
CS(=O)(=O)Nc1nc2n(n1)C(c1ccccc1)C=C(c1ccc(Br)cc1)N2 (stereo not drawn) | 4 | 7 | -7 | -466 | -7 | -3 | -1 | 17
CCn1c(SCc2cc(=O)n3ccsc3n2)nc2ccccc21 | 3 | 16 | 2 | -30 | -9 | 3 | 11 | 6
COc1ccc(OC)c(NC(=O)CCN2CCC(C)CC2)c1 | 3 | 0 | -3 | 13 | -35 | -1 | 1 | -7
O=C1c2ccccc2C(=O)N1OCc1cccc(Cl)c1 | 8 | -2 | -6 | 27 | -6 | -10 | -4 | 5
Cc1ccc(NC(=O)CSc2n[nH]c(-c3cccnc3)n2)cc1Cl | -4 | 2 | -3 | 15 | -22 | -1 | 5 | 12
CCOC(=O)C1=C(O)C(=O)N(c2ccc(S(N)(=O)=O)cc2)C1c1ccc(Br)cc1 (stereo not drawn) | -3 | 1 | -4 | -264 | 8 | 3 | 7 | -21
COc1ccc(C(O)(CCN2CCCCC2)C2CCCCC2)cc1 (stereo not drawn) | 10 | 3 | -9 | 15 | -3 | 2 | 7 | -4
O=c1ccc2cc3c(-c4ccccc4)coc3cc2o1 | 11 | -49 | -7 | -304 | 0 | -6 | 2 | 38
Cc1c(C(c2ccc(O)cc2)c2c(C)n(C)n(-c3ccccc3)c2=O)c(=O)n(-c2ccccc2)n1C | -5 | -1 | -5 | 9 | -2 | -2 | 1 | -3
O=C(NCCCn1ccnc1)C(=O)NCC1OCCCN1S(=O)(=O)c1ccc(F)cc1 (stereo not drawn) | -7 | 1 | -4 | 4 | -17 | -8 | 37 | -6
O=C(COC(=O)c1cccnc1Cl)NC1CCCCCC1 | 13 | -2 | -4 | 21 | -2 | 9 | -8 | -9
CC(=O)O[C@H]1CC[C@@]2(C)[C@@H](CC[C@@H]3[C@@H]2CC[C@]2(C)[C@@H](C(C)(C)O)C[C@@H]32)C1 | 9 | 2 | -16 | 10 | -5 | -4 | -1 | 18
O=C(CSc1nnc(-c2ccco2)n1-c1ccccc1)NCCc1ccccc1 | -5 | 1 | -5 | 14 | -11 | -8 | -5 | 7

In a second layout: results already given.
canonical_smiles,UBC13 inh,SENP1 inh,A3G deaminase,SENP8 block-1,SENP6 inh,SENP8 block-2,SENP7 block,Apaf-1 inh
Cc1nc(NC(C)C(=O)O)c2nc(C)oc2n1 (stereo not drawn),0,-1,-3,17,-9,0,1,-4
O=C(c1ccc(S(=O)(=O)N2CCC(c3nc4ccccc4[nH]3)CC2)cc1)N1CCOCC1,-1,-2,-5,14,4,-9,-9,21
Cc1cc(C)c(C)c(S(=O)(=O)Nc2ccc(O)cc2)c1C,2,3,-8,20,-11,-6,4,4
